D1 PAM = Potentiators of Human D1 Dopamine Receptor: qHTS; 360,000 tested, 0.036% active; HEK293 TREx D1 cells, calcium flux, dopamine EC20 potentiation; AID 504651, 2011; potentiation, % at 10 µM; D(1A) dopamine receptor (Homo sapiens), P21728; in the data active = potentiation above about 30%; also: 0% is about no effect
Target sequence (P21728 whole entry, looked up): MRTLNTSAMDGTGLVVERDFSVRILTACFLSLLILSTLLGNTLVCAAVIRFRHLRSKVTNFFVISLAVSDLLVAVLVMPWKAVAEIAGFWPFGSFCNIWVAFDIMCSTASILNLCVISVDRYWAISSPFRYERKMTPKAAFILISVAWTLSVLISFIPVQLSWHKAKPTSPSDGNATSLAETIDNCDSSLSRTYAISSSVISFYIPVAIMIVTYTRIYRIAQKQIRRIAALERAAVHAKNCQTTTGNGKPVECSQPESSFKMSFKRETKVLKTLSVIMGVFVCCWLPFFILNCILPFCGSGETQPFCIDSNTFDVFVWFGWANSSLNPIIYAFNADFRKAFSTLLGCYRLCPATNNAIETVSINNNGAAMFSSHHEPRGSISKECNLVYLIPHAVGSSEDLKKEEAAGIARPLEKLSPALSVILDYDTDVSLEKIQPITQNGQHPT
Vif-APOBEC3G blk = qHTS for Inhibitors of Vif-A3G Interactions: qHTS; DNA dC->dU-editing enzyme APOBEC-3G (Homo sapiens), Q9HC16; HeLa A3G-eYFP + Vif (tagged APOBEC3G with the HIV-1 protein that degrades it), YFP fluorescence, overnight; Potency, µM (titrated, usually from 46.1 µM), inactives show at the top dose activity, negative = active, actives largely listed as inhibitors; 410,000 tested, 0.076% active;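 also: potency is read from the fitted curve at half-maximal effect; % is scaled to controls: 0 for no effect and ±100 for the full control effect; nearly all actives have a fitted effect of over 60% in size; hits raise eYFP signal because A3G escapes Vif-driven loss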
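HeLa cells stably expressing Vif and C-terminally eYFP-tagged A3G, seeded overnight at 37 deg C, then exposed to compound by pintool overnight at 37 deg C. Rise in yellow fluorescence (Ex 488/Em 500-530, Acumen) marks blocked Vif-driven A3G degradation.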
LDHA block = qHTS assay for inhibitors of human lactate dehydrogenase | L-lactate dehydrogenase A chain (Homo sapiens), P00338 | purified LDHA, NADH/diaphorase-resazurin fluorescence; stronger effect = lower value | activity change, % (values are at about 110 or 230 µM) | 480,000 tested, 0.15% active; in the data active = activity change below about -30%; inconclusive = mostly about -25% to -30%;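 also: plate controls were DMSO wells for no effect and wells without enzyme for full effect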
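Enzyme activity of human lactate dehydrogenase 5 (2 nM; 0.06 mM NADH, 0.2 mM pyruvate, 5 min, RT) is measured via a resazurin/diaphorase fluorescence readout of residual NADH.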
Vif-A3F inh = qHTS for Inhibitors of Vif-A3F Interactions: qHTS; Potency, µM (doses to about 46.1 µM), for inactives: top-dose activity, negative = active; HeLa A3F-eYFP + Vif (tagged APOBEC3F with the HIV-1 protein that degrades it), YFP fluorescence increase; 390,000 tested, 0.2% active; also: potency is read from the fitted curve at half-maximal effect; % of control where 0% means no effect; nearly all actives have a fitted effect of over 65% in size
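HeLa cells stably expressing Vif plus C-terminally eYFP-tagged A3F were seeded, incubated overnight at 37 deg C, dosed with compound, incubated overnight again at 37 deg C. Yellow fluorescence (Ex 488/Em 500-530) reported blocked Vif-mediated A3F-eYFP degradation.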
GRP78 ERSR act = qHTS for Inducers of the Endoplasmic Reticulum Stress Response (ERSR) in Human Glioma: qHTS. 420,000 tested, 0.02% active. U87-MG GRP78 promoter luciferase reporter, 16 h. Potency, µM, for inactives: top-dose activation, usual class: activators; also: potency is read from the fitted curve at half-maximal effect; series mostly up to about 76 µM; % of control where 0% means no effect; nearly all actives have a fitted effect of over 35% in size
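Stably transfected U87-MG human glioma cells carrying a GRP78-based luminescent sensor were seeded at 1000 cells/well, pin-dosed with compounds and incubated 16 h. Luciferase reagent was then added, and end-point luminescence was read after 10 min at room temperature.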
D2 PAM = HTS Assay for Positive Allosteric Modulators of the Human D2 Dopamine Receptor: Primary Screen for Potentiators; D(2) dopamine receptor (Homo sapiens), P14416; potentiation, % at 10 µM; AID 485347, 2010; 340,000 tested, 0.34% active; HEK293 T-REx D2, calcium flux, EC20 dopamine potentiation;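 active = potentiation over 3 SD above the plate norm, cut at about 30% in these data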; also: 0% is about no effect
Target sequence (P14416 whole entry, looked up): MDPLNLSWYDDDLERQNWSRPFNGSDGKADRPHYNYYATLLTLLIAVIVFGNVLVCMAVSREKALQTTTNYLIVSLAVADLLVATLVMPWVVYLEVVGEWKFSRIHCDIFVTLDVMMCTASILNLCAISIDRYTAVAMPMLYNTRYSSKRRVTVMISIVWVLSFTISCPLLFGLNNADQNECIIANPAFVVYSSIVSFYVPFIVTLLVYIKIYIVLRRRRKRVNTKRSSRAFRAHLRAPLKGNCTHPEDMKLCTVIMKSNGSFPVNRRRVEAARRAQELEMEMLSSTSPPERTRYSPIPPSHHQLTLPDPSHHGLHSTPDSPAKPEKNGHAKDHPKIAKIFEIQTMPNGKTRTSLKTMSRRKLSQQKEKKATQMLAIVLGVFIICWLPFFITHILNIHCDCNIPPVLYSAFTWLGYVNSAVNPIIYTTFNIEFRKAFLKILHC
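Potentiation of an EC20 dopamine calcium response measured kinetically over 180 s, after a preceding 180 s compound-only read flagging agonists. Cells: inducible Hek293 Trex D2 line, 4000/well, cultured overnight at 30 C before dye loading.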
RXFP1 ag = qHTS Assay for Agonists of the Relaxin Receptor RXFP1; HEK293T-RXFP1 cAMP TR-FRET, 30 min; response scale: percent of porcine relaxin response, buffer zero; Potency, µM (highest dose often 57.5 µM), for the others: at the highest dose activation, hits mostly activators; 370,000 tested, 0.3% active; AID 2676, 2010; also: potency is read from the fitted curve at half-maximal effect; % is scaled to controls: 0 for no effect and ±100 for the full control effect; nearly all actives have a fitted effect of over 60% in size; many of its hits are not listed in these tables
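Agonist response is measured as cAMP accumulation in an RXFP1-transfected HEK293T line under PDE4 inhibition. Values are scaled between buffer-only and 29 nM porcine relaxin, and EC50s come from standard Hill equation fits.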
D1 antagonist = Antagonist of Human D 1 Dopamine Receptor: qHTS; D(1A) dopamine receptor (Homo sapiens), P21728; HEK293 TREx D1 cells, calcium flux, dopamine EC80; stronger effect = lower value; activity change, negative = inhibition, % at 10 µM; 360,000 tested, 3.2% active; AID 504652, 2011; in the data active = activity change below about -30%; also: % is scaled to controls: 0 for no effect and ±100 for the full control effect
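Tetracycline-induced HEK293 T-REx cells with force-coupled D1 receptor were loaded with a no-wash calcium dye. Compound was added after a 10 s baseline and read kinetically for 180 s; EC80 dopamine was then added and calcium flux followed another 180 s.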
D1 ag = Allosteric Agonists of the Human D1 Dopamine Receptor: qHTS; HEK293 T-REx D1 cells, calcium flux, agonist mode; activation, % at 2 µM; 360,000 tested, 1% active; in the data active = activation above about 30%; also: 0% is about no effect
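Agonism was scored from calcium flux recorded over 180 s (1 read/s) after pintool compound addition, following a 10-cycle baseline. Cells were inducible force-coupled HEK293 TREx D1, plated overnight at 30 C and loaded with no-wash calcium dye.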
An asterisk follows results filed as active; & = joins results of further samples. Unless noted, calls follow the shape of the dose curve; as a rule, active = well fitted curve in the direction sought with a large enough effect; inconclusive = small, poorly fitted or top-dose-only effect, or another doubt; inactive = no such curve, though single readings can be large; an effect the other way counts as inactive or inconclusive. Not all compounds are listed; the hit share may differ from the screen's.

Sample of the layout (2 entries):
What do the screens show for `Cc1nc2c(C(=O)NCCc3ccccc3)c[nH]n2c(=O)c1Cc1ccc(F)cc1Cl`?
D1 PAM: -2.1; Vif-APOBEC3G blk: -10.5%; LDHA block: 5.5; Vif-A3F inh: -1.8%; GRP78 ERSR act: -2.9%; D2 PAM: 1.8; RXFP1 ag: 0.6%; D1 antagonist: 5.5; D1 ag: -2.9

What do the screens show for `Cc1ccc(C(=O)c2cn(Cc3cccc(Cl)c3)c3nc(C)ccc3c2=O)cc1`?
D1 PAM: 1.9; Vif-APOBEC3G blk: 0.9%; LDHA block: -9.0; Vif-A3F inh: 1.5%; GRP78 ERSR act: -3.0%; D2 PAM: 2.6; RXFP1 ag: 7.4%; D1 antagonist: 11.0; D1 ag: 1.0

The listing, previewed entries included:
What do the screens show for `Cc1nc2c(C(=O)NCCc3ccccc3)c[nH]n2c(=O)c1Cc1ccc(F)cc1Cl`?
D1 PAM: -2.1; Vif-APOBEC3G blk: -10.5%; LDHA block: 5.5; Vif-A3F inh: -1.8%; GRP78 ERSR act: -2.9%; D2 PAM: 1.8; RXFP1 ag: 0.6%; D1 antagonist: 5.5; D1 ag: -2.9

What do the screens show for `Cc1ccc(C(=O)c2cn(Cc3cccc(Cl)c3)c3nc(C)ccc3c2=O)cc1`?
D1 PAM: 1.9; Vif-APOBEC3G blk: 0.9%; LDHA block: -9.0; Vif-A3F inh: 1.5%; GRP78 ERSR act: -3.0%; D2 PAM: 2.6; RXFP1 ag: 7.4%; D1 antagonist: 11.0; D1 ag: 1.0

Results for CCN1CCN(c2nc(Nc3ccc(C)c(C)c3)nc(N)c2[N+](=O)[O-])CC1 ?
D1 PAM: -2.1; Vif-APOBEC3G blk: -8.8%; LDHA block: -0.5; Vif-A3F inh: -0.1%; GRP78 ERSR act: -2.3%; D2 PAM: -21.9; RXFP1 ag: -0.1%; D1 antagonist: -2.5; D1 ag: 15.7

How did CCN(CC)C(=O)CSc1nc2ncc(Cl)cc2[nH]1 do in these assays?
D1 PAM: -3.5; Vif-APOBEC3G blk: -4.1%; LDHA block: -4.3; Vif-A3F inh: 3.3%; GRP78 ERSR act: -2.8%; D2 PAM: -1.0; RXFP1 ag: 1.4%; D1 antagonist: 11.5; D1 ag: 3.9

What do the screens show for `CCCn1c(=O)[nH]c2ccccc21`?
D1 PAM: 6.4; Vif-APOBEC3G blk: -2.5%; LDHA block: -1.6; Vif-A3F inh: 0.4%; GRP78 ERSR act: -1.1%; D2 PAM: -9.5; RXFP1 ag: 0.0%; D1 antagonist: 3.2; D1 ag: 1.3

What do the screens show for `COc1ccc(CNC(=O)C2CC(=O)N(C3CCCC3)C2)cc1` (configuration not stated)?
D1 PAM: -6.6; Vif-APOBEC3G blk: 3.0%; LDHA block: 0.0; Vif-A3F inh: -2.7%; GRP78 ERSR act: -3.5%; D2 PAM: 3.7; RXFP1 ag: 1.7%; D1 antagonist: -1.7; D1 ag: 2.3

How did CCCCn1nnc(NC(=O)c2ccc(-c3ccccc3[N+](=O)[O-])o2)n1 do in these assays?
D1 PAM: -3.2; Vif-APOBEC3G blk: 1.6%; LDHA block: -1.8; Vif-A3F inh: -0.2%; GRP78 ERSR act: -1.8%; D2 PAM: -27.5; RXFP1 ag: -1.6%; D1 ag: -1.2

Results for COc1ccc(-c2nc3c(c(SCC(=O)N4CCCCC4)n2)Cc2c(CO)cnc(C)c2O3)cc1 ?
D1 PAM: -5.8; Vif-APOBEC3G blk: 2.9%; LDHA block: 3.5; Vif-A3F inh: 7.3%; GRP78 ERSR act: 1.9%; D2 PAM: -2.4; RXFP1 ag: 0.7%; D1 antagonist: 3.7; D1 ag: 1.6

How did Cc1ccnc(NC(=O)c2cccc(NC(=O)COc3ccccc3)c2)c1 do in these assays?
D1 PAM: -8.2; Vif-APOBEC3G blk: -0.8%; LDHA block: 0.0; Vif-A3F inh: -8.9%; GRP78 ERSR act: 1.2%; D2 PAM: 11.0; RXFP1 ag: 2.1%; D1 antagonist: 1.8; D1 ag: -0.8

How did Cc1cccc(OCC(=O)NNC(=O)C2CCN(c3ncnc4sc(C)c(C)c34)CC2)c1 do in these assays?
D1 PAM: -4.9; Vif-APOBEC3G blk: 1.5%; LDHA block: -7.6; Vif-A3F inh: -0.4%; GRP78 ERSR act: -1.3%; D2 PAM: -3.9; RXFP1 ag: 0.0%; D1 antagonist: 2.9; D1 ag: 1.7

Results for O=C(C1=C(O)C(=O)N(CC2CCCO2)C1c1cccc(Cl)c1)c1ccco1 (configuration not stated) ?
D1 PAM: -15.4; Vif-APOBEC3G blk: -0.2%; LDHA block: 10.7; Vif-A3F inh: -2.8%; GRP78 ERSR act: 5.4%; D2 PAM: -2.3; RXFP1 ag: inconclusive; D1 antagonist: 3.3; D1 ag: 4.6

What do the screens show for `CCOc1ccc(NC(=O)CN(C)C(=O)/C=C/c2ccc(S(=O)(=O)N3CCCCCC3)cc2)cc1OCC`?
D1 PAM: -5.9; Vif-APOBEC3G blk: 1.3%; LDHA block: 5.3; Vif-A3F inh: -14.1%; GRP78 ERSR act: -5.2%; D2 PAM: -9.2; RXFP1 ag: -0.5%; D1 antagonist: -9.7; D1 ag: -1.5

Results for O=C(CN1C(=O)COc2ccc(S(=O)(=O)N3CCCCCC3)cc21)N1CCN(c2ccccc2F)CC1 ?
D1 PAM: 5.0; Vif-APOBEC3G blk: -3.9%; LDHA block: -1.8; Vif-A3F inh: 4.3%; GRP78 ERSR act: -3.5%; D2 PAM: -5.1; RXFP1 ag: 1.1%; D1 antagonist: 4.6; D1 ag: 3.0

Results for CC1CCN(S(=O)(=O)c2ccc(NC(=O)CCNC(=O)c3ccc(Cl)cc3)cc2)CC1 ?
D1 PAM: -1.7; Vif-APOBEC3G blk: 0.7%; LDHA block: -3.8; Vif-A3F inh: 0.9%; GRP78 ERSR act: -1.7%; D2 PAM: -2.2; RXFP1 ag: 0.8%; D1 antagonist: -29.1; D1 ag: 3.3

Results for O=C(Cn1cccc1C(=O)c1ccccc1)NCc1ccc(F)cc1 ?
D1 PAM: -7.5&-2.0; Vif-APOBEC3G blk: -0.9%; LDHA block: -1.9&-6.1; Vif-A3F inh: 1.8%; GRP78 ERSR act: -0.3%; D2 PAM: 3.9&1.7; RXFP1 ag: 4.5%&0.2%; D1 antagonist: 9.8&-5.1; D1 ag: -0.9&-1.8

How did Cc1ccccc1Nc1c(-c2ccc(Br)cc2O)nc2sccn12 do in these assays?
D1 PAM: 2.5; Vif-APOBEC3G blk: -11.8%; LDHA block: -9.8; Vif-A3F inh: -0.6%; GRP78 ERSR act: -1.8%; D2 PAM: 2.7; RXFP1 ag: 7.4%; D1 antagonist: 4.6; D1 ag: -1.2

What do the screens show for `COc1ccc(-n2c(CCc3ccccc3)nnc2SCC(=O)NCc2ccccc2)cc1`?
D1 PAM: -2.2; Vif-APOBEC3G blk: -0.2%; LDHA block: -5.4; Vif-A3F inh: 1.9%; GRP78 ERSR act: -3.0%; D2 PAM: 0.9; RXFP1 ag: 2.2%; D1 antagonist: -1.6; D1 ag: 10.5

What do the screens show for `Cc1ccc(S(=O)(=O)c2c(N)n(/N=C/c3ccco3)c3nc4ccccc4nc23)cc1C`?
D1 PAM: -9.2; Vif-APOBEC3G blk: -3.7%; LDHA block: -4.2; Vif-A3F inh: 2.7%; GRP78 ERSR act: 0.0%; D2 PAM: 6.1; RXFP1 ag: 0.6%; D1 antagonist: 5.7; D1 ag: 4.5

Results for COCCNS(=O)(=O)c1ccc2c(c1)oc(=O)c1cc(S(=O)(=O)NCCOC)ccc12 ?
D1 PAM: -5.9; D2 PAM: 8.3; RXFP1 ag: 2.6%; D1 antagonist: 6.3; D1 ag: 0.7

Results for O=C/C(=C\Nc1ccc(S(=O)(=O)CCO)cc1)c1nc2cc(Cl)ccc2o1 ?
D1 PAM: -4.2; Vif-APOBEC3G blk: inconclusive; LDHA block: -0.5; Vif-A3F inh: inconclusive; GRP78 ERSR act: -1.8%; D2 PAM: -6.7; RXFP1 ag: 1.0%; D1 antagonist: -7.2; D1 ag: 6.2

Results for C=CCN1C(=O)C(CC(=O)O)SC1=Nc1ccc(N=Nc2ccccc2)cc1 (configuration not stated) ?
D1 PAM: -0.8; Vif-APOBEC3G blk: -0.3%; LDHA block: -8.3; Vif-A3F inh: -0.4%; GRP78 ERSR act: 1.0%; D2 PAM: 39.5*; RXFP1 ag: 0.4%; D1 antagonist: -24.3; D1 ag: 5.2

Results for N#Cc1cccc(NC(=O)Cn2cnc(S(=O)(=O)N3CCOCC3)c2)c1 ?
D1 PAM: 5.5; Vif-APOBEC3G blk: -1.8%; LDHA block: -2.4; Vif-A3F inh: -1.3%; GRP78 ERSR act: -0.3%; D2 PAM: 7.6; RXFP1 ag: 2.7%; D1 antagonist: -1.3; D1 ag: 3.8

How did O=C(Nc1ccc(F)cc1F)c1cccn1-c1ncc(C(F)(F)F)cc1Cl do in these assays?
Vif-APOBEC3G blk: -0.3%; LDHA block: -0.5; Vif-A3F inh: 0.0%; GRP78 ERSR act: 0.2%; RXFP1 ag: 0.3%

Results for CC(C)(C)OC(=O)NCC12C=CC(O1)C1C(=O)N(Cc3ccccc3)C(=O)C12 (configuration not stated) ?
D1 PAM: 3.5; Vif-APOBEC3G blk: -9.7%; LDHA block: -10.8; Vif-A3F inh: -13.6%; GRP78 ERSR act: -7.8%; D2 PAM: -3.4; RXFP1 ag: -0.3%; D1 antagonist: -33.4*; D1 ag: 18.2
